Screening data deposited in PubChem BioAssay by National Center for Advancing Translational Sciences (NCATS).
Rhodamine autofl: compound fluoresces in the rhodamine spectral region | Rhodamine-region fluorescence, 547/598 nm, Tris buffer; stronger effect = higher value | max dye-equivalent concentration, M | 59,000 compounds, 0.05% hits; in the data active means max dye-equivalent concentration above about 11 nM; inconclusive means between about 1.1 nM and that limit
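Intrinsic compound fluorescence, ex 547 / em 598 nm, CCD imager. Tris 100 mM pH 8.0; 15 min RT. Output = rhodamine dye-equivalent concentration at each compound concentration.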
HEK293 cAMP ctrl: counter-screen for TSHR agonists: cAMP increase in parental HEK293; parental HEK293 CNG cAMP sensor, membrane potential fluorescence; Potency, µM (top dose mostly 57.1 µM), for the others: at the highest dose activation, usual class: activators; 73,000 compounds, 2.5% hits; further: potency means the concentration at half of the fitted maximal effect; % of control where 0% means no effect; nearly all actives have a fitted effect of over 55% in size
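Parental HEK 293 cells stably expressing a modified CNG channel (no TSHR) report cAMP rise as membrane depolarization. Membrane potential dye with 100 uM RO 20-1724 was loaded for 60 min at room temperature, then compound added for 30 min; fluorescence read at 590 nm.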
BRCT inh green: inhibitors of human BRCA1 BRCT-phosphoprotein interaction (green fluorophore) | Potency, µM (highest dose often 76.9 µM), for inactives: at the highest dose activity change, negative = inhibition, most hits filed as inhibitors | P38398 | AID 875 | BRCA1 BRCT-phosphopeptide binding, green fluorescence polarization | 75,000 compounds, 0.05% hits;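 further: potency means the concentration at half of the fitted maximal effect; plate controls were peptide without protein for full effect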
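Compounds were incubated for 12 min at room temperature with a complex of 100 nM fluorescein-tagged pBACH1 decapeptide and 250 nM His-tagged BRCT protein. Buffer was phosphate pH 7.3 with EDTA, DTT and Tween 20. Disruption of binding lowers the polarization signal.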
ALOX15 inhib: inhibitors of human 15-lipoxygenase (ALOX15); purified 15hLO-1, xylenol orange hydroperoxide absorbance; Potency, µM (top dose mostly 57.1 µM), without a hit: at the top dose activity change, negative = inhibition, hits mostly inhibitors; P16050; AID 887; 74,000 compounds, 1.4% hits; further: potency means the concentration at half of the fitted maximal effect; on the % scale 0 is the no-effect control and ±100 the full control effect; nearly all actives have a fitted effect of over 55% in size
Target sequence (P16050 whole entry, looked up): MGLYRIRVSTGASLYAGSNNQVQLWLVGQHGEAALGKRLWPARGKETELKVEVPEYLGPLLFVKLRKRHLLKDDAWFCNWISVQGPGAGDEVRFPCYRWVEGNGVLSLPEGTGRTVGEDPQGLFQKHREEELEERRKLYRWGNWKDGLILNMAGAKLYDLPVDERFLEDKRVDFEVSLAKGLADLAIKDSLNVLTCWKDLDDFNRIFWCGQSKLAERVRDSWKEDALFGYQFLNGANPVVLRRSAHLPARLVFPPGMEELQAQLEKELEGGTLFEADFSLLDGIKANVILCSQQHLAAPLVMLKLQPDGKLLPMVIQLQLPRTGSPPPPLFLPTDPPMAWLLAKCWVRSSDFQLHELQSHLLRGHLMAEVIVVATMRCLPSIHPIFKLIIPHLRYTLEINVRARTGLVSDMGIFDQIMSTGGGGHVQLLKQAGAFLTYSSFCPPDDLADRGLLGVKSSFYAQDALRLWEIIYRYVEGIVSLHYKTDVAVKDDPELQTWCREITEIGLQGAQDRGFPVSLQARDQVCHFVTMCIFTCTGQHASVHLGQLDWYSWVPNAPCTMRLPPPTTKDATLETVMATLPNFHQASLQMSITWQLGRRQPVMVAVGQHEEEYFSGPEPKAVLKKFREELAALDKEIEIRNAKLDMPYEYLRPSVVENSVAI
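Compounds were preincubated 15 min at room temperature with 40 nM purified human enzyme (25 mM Hepes pH 7.5, 0.01% Triton X-100); 50 uM arachidonic acid reacted 6 min. Fe-xylenol orange detection, 30 min, absorbance ratio 573/405 nm.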
Casp7 inh: caspase-7 (human) inhibition, allosteric or competitive; P55210; recombinant caspase-7, Ac-DEVD-AFC fluorescence rate; Potency, µM (titrated, usually from 57.5 µM), without a hit: top-dose activity change, negative = inhibition, hits mostly inhibitors; 75,000 compounds, 0.02% hits; AID 889; active means well fitted inhibition curve with a large enough effect in the main read-out, with a control signal flat, not every such curve was filed as active; inconclusive means small, poorly fitted or top-dose-only effect, or a change in a side signal; further: potency means the concentration at half of the fitted maximal effect; % of control where 0% means no effect
Target sequence (P55210 24-198 limits assumed): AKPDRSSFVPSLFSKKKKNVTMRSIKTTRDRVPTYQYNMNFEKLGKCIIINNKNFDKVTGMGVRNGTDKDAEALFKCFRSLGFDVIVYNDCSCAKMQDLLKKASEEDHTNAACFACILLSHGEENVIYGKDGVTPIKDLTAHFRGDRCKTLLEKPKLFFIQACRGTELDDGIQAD
Target sequence (P55210 207-303 limits assumed): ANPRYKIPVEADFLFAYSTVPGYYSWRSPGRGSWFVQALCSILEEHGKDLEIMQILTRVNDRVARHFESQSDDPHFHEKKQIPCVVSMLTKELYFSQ
Casp1 inh: allosteric or competitive inhibitors of human caspase-1 | AID 900 | P29466 | 75,000 compounds, 0.03% hits | Potency, µM (titrated, usually from 57.5 µM), for the others: at the highest dose activity change, negative = inhibition, usual class: inhibitors | Caspase-1 enzyme, Ac-WEHD-AFC fluorogenic rate;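 further: potency means the concentration at half of the fitted maximal effect; plate controls were vehicle for no effect and no substrate for full effect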
USP2a inhib: inhibitors of human ubiquitin-specific protease USP2a; O75604; USP2a enzymatic assay, qHTS inhibition; Potency, µM (series often up to 38.3 µM), for inactives: at the top dose activity change, negative = inhibition, most hits filed as inhibitors; 60,000 compounds, 0.1% hits;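 further: potency means the concentration at half of the fitted maximal effect; nearly all actives have a fitted effect of over 60% in size; plate controls were DMSO for no effect and NEM full inhibition control for full effect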
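USP2 core (20 nM final) was preincubated with compound for 30 min at RT in 20 mM Tris-HCl pH 8.0, 2 mM CaCl2, 2 mM beta-mercaptoethanol; Ub-PLA2 (20 nM) plus NBD C6-HPC (20 uM) then added, fluorescence read after 2.5 h.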
HADH2 inh: blocks human hydroxyacyl-CoA dehydrogenase type II | Q99714 | recombinant HADH2, NADH fluorescence, beta-hydroxybutyryl-CoA | Potency, µM (top dose mostly 57.1 µM), for the others: at the top dose activity change, negative = inhibition, hits mostly inhibitors | 73,000 compounds, 3.4% hits; further: potency means the concentration at half of the fitted maximal effect; on the % scale 0 is the no-effect control and ±100 the full control effect; nearly all actives have a fitted effect of over 60% in size; many of its hits are not listed in these tables
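Read-out: 360 nm excitation, 450 nm emission, kinetic over 4 min. Conditions: His-tagged human HADH2 20 nM, pH 9.0 Tris with Tween-20, 1 mM NAD+, 90 uM beta-hydroxybutyryl-CoA.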
Tau filament bind: binders of human tau filaments; 71,000 compounds, 2% hits; recombinant tau filaments, thioflavin S fluorescence, 15 h; filaments grown with octadecylsulfate alongside compound; Potency, µM (top dose mostly 57.1 µM), inactives show at the top dose activity change, negative = inhibition; P10636;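 further: potency means the concentration at half of the fitted maximal effect; on the % scale 0 is the no-effect control and ±100 the full control effect; actives lower thioflavin S fluorescence by blocking filaments or displacing dye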
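Assay mix: 1 uM His-tagged tau, 30 uM sodium octadecylsulfate, thioflavine S dye in HEPES/NaCl/DTT buffer. Compound is added prior to the inducer. Fluorescence after 15 h at 37 C.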
Pol III holo inh: blocks replication by bacterial DNA polymerase III holoenzyme; 71,000 compounds, 0.25% hits; reconstituted DNA polymerase III holoenzyme replication, biochemical; Potency, µM (titrated, usually from 57.1 µM), for the others: top-dose activity change, negative = inhibition; further: potency means the concentration at half of the fitted maximal effect; on the % scale 0 is the no-effect control and ±100 the full control effect
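Reconstituted *E. coli* holoenzyme (0.35 nM Pol III, 1 nM beta, 154 nM SSB, 2 nM primase) was preincubated with compound for 15 min at RT. Synthesis on 1.4 nM ssM13Gori ran 35 min, then was stopped with PicoGreen/EDTA and read as dsDNA fluorescence.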
BRCT PPI red: disrupts BRCA1 BRCT binding to phosphoprotein, red fluorophore readout; P38398; 75,000 compounds, 0.03% hits; Potency, µM (titrated, usually from 76.9 µM), for the others: at the top dose activity change, negative = inhibition, most hits filed as inhibitors; BRCT-phosphopeptide binding, red fluorescence polarization; AID 892; further: on the % scale 0 is the no-effect control and ±100 the full control effect
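Rhodamine-labelled pBACH1 10-mer (100 nM) bound to BRCT domain (100 nM) at pH 7.3; compounds incubated 12 min room temperature, polarization read. Free peptide defines full inhibition; unlabelled decapeptide titrated as control.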
Numbers without * were called inactive; i = inactive; ? = inconclusive; nt = not tested or not shown; [ ] = another dose, or the depositor's remark. Unless noted, the call rests on the fitted dose curve; in most records, active means well fitted curve in the direction sought with a large enough effect; inconclusive means small, poorly fitted or top-dose-only effect, or another doubt; inactive means no such curve, though single readings can be large; an effect the other way counts as inactive or inconclusive. The list is partial; rates above refer to the full screens.

Each structure is followed by: Rhodamine autofl, HEK293 cAMP ctrl, BRCT inh green, ALOX15 inhib, Casp7 inh, Casp1 inh, USP2a inhib, HADH2 inh, Tau filament bind, Pol III holo inh, BRCT PPI red
Cc1ccc2cc(C#N)c(SCC(=O)NCC3CCCO3)nc2c1C (stereo not drawn)
  i, 20.8%, -3.7%, 1.7%, -1.9%, 2.2%, -0.6%, -2.5%, -22.6%, -0.3%, -2.0%
COc1ccccc1-c1c(C)nn2c(C)cc(C)nc12
  nt, 5.1%, -3.2%, 1.8%, -2.5%, -0.9%, nt, 8.5%, -4.6%, -1.4%, -1.3%
CCCS(=O)(=O)N1CCN(Cc2ccccc2OCC)CC1
  i, 6.0%, -3.1%, -2.1%, -1.9%, 1.0%, 4.4%, 5.2%, 2.6%, 4.9%, -0.5%
O=C1CCCC2=C1C1(CCCCC1)N=C(Nc1nc3ccccc3s1)N2
  i, -6.6%, -0.4%, -3.1%, -0.5%, 0.4%, 3.4%, ?, 15.1%, -0.1%, -0.7%
O=C(CCCn1c(=O)[nH]c2cc(Cl)ccc2c1=O)NCCCN1CCCC1
  i, 8.8%, 1.3%, -21.5%, -1.5%, 1.0%, 11.9%, 1.4%, 0.7%, -7.6%, 0.0%
O=C(COc1ccccc1O)Nc1ccc(Cl)cc1
  i, -9.3%, -1.9%, -9.6%, 0.5%, 0.0%, 0.8%, -4.3%, -0.2%, -3.6%, -0.5%
Cc1noc(C)c1-c1nccc(N2CCNCC2)n1
  i, -5.8%, -0.5%, -1.4%, -2.2%, -0.3%, -19.6%, ?, 8.5%, -2.0%, 1.9%
COc1ccc(OC)c(-c2cc(C(=O)N3CCCc4ccccc43)no2)c1
  i, ?, -0.9%, -17.8%, -1.6%, -1.5%, -29.5%, -5.1%, 3.6%, 0.2%, 0.5%
COc1c2ccccc2nc2occc12
  nt, nt, -0.6%[3.08 µM], -1.4%, -0.2%, 2.8%, -6.0%, nt, nt, nt, -0.5%
CC(C)c1ccc(NC(=O)c2cccnc2)cc1
  nt, 1.8%[11.4 µM], -1.2%, -0.1%[11.4 µM], -0.1%, -0.5%, 4.1%[7.66 µM], 12.8%[11.4 µM], 9.1%[11.4 µM], -10.4%[11.4 µM], -1.9%
Cc1cc(Nc2cc(C(=O)O)ccc2C)n2ncnc2n1
  nt, -3.1%, -2.0%, 1.2%, 2.1%, -4.1%, nt, 0.8%, 6.0%, -4.1%, 0.5%
Cc1cc([N+](=O)[O-])ccc1N
  nt, -8.0%, -0.5%, -5.5%, -0.8%, -0.8%, nt, -12.7%, 1.6%, -0.7%, 1.3%
O=C(/C=C\Nc1cccc(F)c1)c1ccc2c(c1)OCO2
  nt, 23.6%[11.4 µM], -1.1%, -14.3%[11.4 µM], -26.4%, ?, 28.0%[7.66 µM], -2.9%[11.4 µM], 72.6%[11.4 µM], 1.7%[11.4 µM], -0.2%
COc1ccc(CCN2C(=O)CC(Nc3ccc(N4CCOCC4)cc3)C2=O)cc1OC (stereo not drawn)
  i, 1.5%, -2.5%, ?, -3.1%, 1.0%, -8.8%, -4.9%, ?, -5.5%, 1.6%
c1ccc(Cn2nnnc2C(c2cccnc2)N2CCN(C3CCCCC3)CC2)cc1 (stereo not drawn)
  i, 24.4%, -1.8%, 4.7%, 0.6%, -4.1%, 2.3%, 7.7%, -5.1%, -4.5%, -2.5%
CC(C)(C)n1nc2c(c1NC(=O)c1ccc(S(=O)(=O)N3CCCC3)cc1)CSC2
  i, 20.4%, 1.5%, -5.3%, -1.9%, -4.2%, 26.4%, -2.7%, 2.7%, -5.0%, 1.0%
COC(=O)Nc1nnc(CC(=O)Nc2ccccc2C)s1
  i, -3.6%, -0.3%, 7.2%, -1.2%, -4.2%, -1.1%, -7.4%, -1.3%, 3.8%, -1.0%
COC(=O)Cn1ncn2c(cc3oc(C)cc32)c1=O
  i, 2.6%, 0.6%, 6.3%, -2.9%, -1.1%, -6.1%, -20.1%, 0.2%, -4.3%, -2.0%
Cc1nc(NC2=NCN(CCc3ccccc3)CN2)nc2c(C)cccc12
  i, 8.8%, -3.1%, 8.2%, -0.9%, -0.6%, -2.2%, 7.2%, 13.2%, -13.5%, 0.3%
CCCOC(=O)c1[nH]c2c(c1C)C(=O)CC(c1ccc(OC)c(OC)c1)C2 (stereo not drawn)
  i, 7.9%, -0.1%, 4.1%, 0.1%, 0.7%, -13.6%, 10.6%, -6.0%, -4.1%, -1.8%
CCN(CCO)C[C@H]1CCC[C@H]2CCCC[C@@H]21
  i, 0.2%[11.4 µM], 1.4%[15.4 µM], -6.1%[11.4 µM], 0.1%[11.5 µM], -2.1%[11.5 µM], nt, 9.0%[11.4 µM], -6.2%[11.4 µM], -12.6%[11.4 µM], 2.4%[15.4 µM]
Cc1nn(-c2ccccn2)c2c1-c1nc(N)ncc1CC2
  i, 15.3%, -0.2%, -2.8%, 0.7%, -0.3%, -7.9%, 25.1µM*, -1.3%, -6.4%, -0.4%
COc1ccc(CNC(=O)CCc2nc(-c3ccccc3F)no2)c(OC)c1
  i, 13.8%, 1.6%, 4.5%, 0.2%, 0.0%, -1.1%, -4.4%, 10.5%, -0.5%, 0.5%
CCC(=O)c1ccc(N2CCN(C(=O)Cc3ccccc3)CC2)c(F)c1
  i, -0.4%, -0.8%, -0.6%, -2.7%, -0.7%, 8.4%, -1.5%, 16.0%, -1.2%, 0.8%
Cc1ccc(-n2c(Cc3cccs3)nnc2SCC(=O)OC(C)C)cc1
  i, 26.0%, 1.3%, -11.7%, -1.6%, -0.9%, -6.3%, 4.0%, -6.6%, 4.7%, 1.6%
COc1ccc(OC)c(N(CC(=O)N2CCCC2)S(=O)(=O)c2ccc(OC)c(OC)c2)c1
  i, -0.5%, -0.7%, 1.7%, 1.6%, 0.3%, 2.3%, 2.1%, -1.2%, -4.9%, 1.7%
Cc1ccc(C(=O)N(c2ccccn2)C(C)c2ccco2)cc1 (stereo not drawn)
  i, 11.9%, -2.0%, 0.8%, 4.9%, 0.1%, -2.6%, -4.9%, 5.6%, -4.4%, -1.8%
CCOc1ccc(Nc2ncnc3c2cnn3-c2ccccc2)cc1
  nt, -5.7%, -1.4%, -2.2%, 1.6%, 1.1%, nt, -7.7%, 33.2%, -8.0%, 0.4%
O=c1c2c(n3nnnc3n1Cc1ccccc1)-c1ccccc1CC21CCCC1
  i, 14.6%, -1.2%, 5.7%, 2.8%, 0.3%, nt, -4.9%, -10.4%, -3.2%, 0.4%
Clc1ccc(CSc2ncn[nH]2)cc1
  nt, 0.6%, -1.0%, 2.9%, 2.8%, -1.6%, 2.4%, -7.1%, -14.0%, 1.6%, 0.9%
CS(=O)(=O)N1CCC(C(=O)NCc2ccncc2)CC1
  i, 11.2%, -2.8%, -7.5%, 1.7%, -0.9%, nt, -12.6%, -9.3%, 2.6%, 0.0%
O=C(O)c1cc(-c2cccnc2)nn1-c1ccccn1
  i, -3.2%, -0.4%, -6.8%, -1.3%[0.00368 µM], -0.3%, -9.6%, 13.9%, -1.2%, -1.4%, -1.0%
O=C(Nc1ccc(F)cc1F)c1ccc(COc2c(F)c(F)cc(F)c2F)o1
  i, ?, -0.7%, -23.1%, -0.7%, -1.6%, -4.5%, -26.4%, 25.6%, -2.7%, -2.2%

Fetched one by one from above:
Each structure is followed by: Rhodamine autofl, HEK293 cAMP ctrl, BRCT inh green, ALOX15 inhib, Casp7 inh, Casp1 inh, USP2a inhib, HADH2 inh, Tau filament bind, Pol III holo inh, BRCT PPI red
COc1ccc(OC)c(-c2cc(C(=O)N3CCCc4ccccc43)no2)c1
  i, ?, -0.9%, -17.8%, -1.6%, -1.5%, -29.5%, -5.1%, 3.6%, 0.2%, 0.5%
O=C1CCCC2=C1C1(CCCCC1)N=C(Nc1nc3ccccc3s1)N2
  i, -6.6%, -0.4%, -3.1%, -0.5%, 0.4%, 3.4%, ?, 15.1%, -0.1%, -0.7%
Cc1nc(NC2=NCN(CCc3ccccc3)CN2)nc2c(C)cccc12
  i, 8.8%, -3.1%, 8.2%, -0.9%, -0.6%, -2.2%, 7.2%, 13.2%, -13.5%, 0.3%
COC(=O)Cn1ncn2c(cc3oc(C)cc32)c1=O
  i, 2.6%, 0.6%, 6.3%, -2.9%, -1.1%, -6.1%, -20.1%, 0.2%, -4.3%, -2.0%
